12-LOX inh: Primary qHTS assay for inhibitors of human arachidonate 12S-lipoxygenase (ALOX12): Round 2. purified 12hLO, xylenol orange hydroperoxide absorbance. Potency, µM (titrated, usually from 108 µM), without a hit: top-dose activity change, negative = inhibition, most hits filed as inhibitors. 580,000 tested, 1.1% active; note: potency is the fitted concentration of half-maximal effect; % is set by controls: 0 for no effect and ±100 for the full control effect
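Purified human 12hLO at 150 nM in 25 mM Hepes, 0.01% Triton X-100, pH 7.0, preincubated 15 min at room temperature with compound. Reaction started with 40 uM arachidonic acid, 30 min at room temperature. Hydroperoxide measured by Fe-xylenol orange, 573/405 nm absorbance ratio.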
JMJD2A Tudor inh: qHTS Assay for Inhibitors of JMJD2A-Tudor Domain. Lysine-specific demethylase 4A (Homo sapiens), O75164. AlphaScreen JMJD2A-Tudor / H3K4me3 peptide binding. Potency, µM (doses to about 114 µM), inactives show top-dose activity change, negative = inhibition, most hits filed as inhibitors. 390,000 tested, 4.4% active. AID 504339, 2011; note: potency is the fitted concentration of half-maximal effect; % is set by controls: 0 for no effect and ±100 for the full control effect; nearly all actives have a fitted effect of over 50% in size
GLS inhibitor: qHTS for Inhibitors of Glutaminase (GLS); Glutaminase kidney isoform, mitochondrial (Homo sapiens), O94925; GLS enzymatic activity, qHTS titration; Potency, µM (doses to about 45.5 µM), for inactives: at the top dose activity change, negative = inhibition, most hits filed as inhibitors; 410,000 tested, 0.21% active; AID 624170, 2012; note: potency is the fitted concentration of half-maximal effect; % is set by controls: 0 for no effect and ±100 for the full control effect
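Compounds were pin-transferred onto hKGA, after which L-glutamine (1 mM solution) and a detection mix of glutamate oxidase, HRP and Amplex Red were added. Initial and 30 min RT fluorescence reads were collected.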
PI4K2A inh: qHTS for small molecular inhibitors of PI4K2A. AID 1346378, 2018. purified PI4K2A, ADP-Glo luminescence, 1 h; stronger effect = lower value. 420,000 tested, 0.13% active. Phosphatidylinositol 4-kinase type 2-alpha (Homo sapiens), Q9BTU6. activity change, negative = inhibition, % at 76.9 µM; in the data active = activity change below about -50%; inconclusive = mostly about -30% to -49%;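 note: -100% = wells without enzyme as full effect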
Target sequence (Q9BTU6 whole entry, looked up): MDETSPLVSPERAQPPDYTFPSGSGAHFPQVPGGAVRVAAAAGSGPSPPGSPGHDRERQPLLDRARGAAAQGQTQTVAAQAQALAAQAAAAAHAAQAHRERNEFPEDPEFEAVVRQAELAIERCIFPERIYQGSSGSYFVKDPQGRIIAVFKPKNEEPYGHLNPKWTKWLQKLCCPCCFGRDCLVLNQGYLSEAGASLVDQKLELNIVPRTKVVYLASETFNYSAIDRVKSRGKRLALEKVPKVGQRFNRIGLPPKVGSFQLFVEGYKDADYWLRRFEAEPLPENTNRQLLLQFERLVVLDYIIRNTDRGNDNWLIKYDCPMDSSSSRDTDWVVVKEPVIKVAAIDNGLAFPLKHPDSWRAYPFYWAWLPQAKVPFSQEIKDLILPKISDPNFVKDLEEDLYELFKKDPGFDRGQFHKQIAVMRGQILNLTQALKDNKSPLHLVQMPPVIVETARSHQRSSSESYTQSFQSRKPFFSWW
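PI4K2A activity was measured by ADP-Glo luminescence: enzyme (4 ug/mL stock) and phosphatidylinositol (1.2 mM stock) in Tris pH 7.5/MgCl2/EGTA/Triton X-100 buffer were reacted with ATP (300 microM stock) for one hour at ambient temperature.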
HP1b chromo inh: HTS for Inhibitors of HP1-beta Chromodomain Interactions with Methylated Histone Tails | Chromobox protein homolog 1 (Homo sapiens), P83916 | AID 540317, 2011 | Potency, µM (titrated, usually from 114 µM), inactives show at the highest dose activity change, negative = inhibition, most hits filed as inhibitors | 390,000 tested, 0.56% active | AlphaScreen HP1-beta / biotin-H3K9me3 peptide binding; note: potency is the fitted concentration of half-maximal effect; nearly all actives have a fitted effect of over 70% in size; inactives centre near 23
Target sequence (P83916 whole entry, looked up): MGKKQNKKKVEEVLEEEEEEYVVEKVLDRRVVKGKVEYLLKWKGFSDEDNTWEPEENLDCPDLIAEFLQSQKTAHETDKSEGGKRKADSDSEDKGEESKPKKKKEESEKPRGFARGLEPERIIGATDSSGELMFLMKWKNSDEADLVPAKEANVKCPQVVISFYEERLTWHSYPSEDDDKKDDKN
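Compound inhibition of the preformed complex between 50 nM HP1-beta and 50 nM biotinylated H3K9me3 peptide was read by AlphaScreen. Buffer was PBS pH 7.4 with 0.01% Tween-20. Incubations ran 30 min at room temperature, with 10 ug/mL donor/acceptor beads.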
BAZ2B block: qHTS Assay for Inhibitors of BAZ2B. AlphaScreen BAZ2B-H3K14Ac peptide displacement. 360,000 tested, 4.4% active. AID 504333, 2011. Potency, µM (top dose mostly 114 µM), for the others: top-dose activity change, negative = inhibition, most hits filed as inhibitors; note: potency is the fitted concentration of half-maximal effect; % is set by controls: 0 for no effect and ±100 for the full control effect; nearly all actives have a fitted effect of over 60% in size
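BAZ2B 50 nM plus b-H3(5-23)K14Ac 50 nM, PBS pH 7.4/0.01% Tween-20, 30 min RT; compound added (max 110 uM), 30 min RT; streptavidin donor/Ni-chelate acceptor beads 10 ug/mL final, 20 min dark; AlphaScreen read.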
G9a block: qHTS Assay for Inhibitors of Histone Lysine Methyltransferase G9a; G9a H3K9 monomethylation, AlphaScreen, 2 h; AID 504332, 2011; Histone-lysine N-methyltransferase EHMT2 (Homo sapiens), Q96KQ7; Potency, µM (titrated, usually from 102 µM), inactives show at the top dose activity, negative = inhibition, most hits filed as inhibitors; 350,000 tested, 8.8% active; note: potency is the fitted concentration of half-maximal effect; % is set by controls: 0 for no effect and ±100 for the full control effect; nearly all actives have a fitted effect of over 75% in size
Target sequence (Q96KQ7 913-1193 limits assumed): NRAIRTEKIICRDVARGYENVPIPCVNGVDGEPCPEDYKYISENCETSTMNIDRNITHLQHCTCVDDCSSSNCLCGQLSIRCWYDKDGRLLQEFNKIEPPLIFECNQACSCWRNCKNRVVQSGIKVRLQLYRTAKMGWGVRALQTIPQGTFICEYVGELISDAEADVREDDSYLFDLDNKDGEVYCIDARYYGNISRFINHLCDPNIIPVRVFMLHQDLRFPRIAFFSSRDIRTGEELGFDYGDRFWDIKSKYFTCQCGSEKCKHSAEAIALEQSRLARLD
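Chemiluminescent proximity detection of H3K9 monomethylation, read after 10 min bead incubation in the dark. Reaction: 20 nM G9a, 500 nM biotin-H3K9 peptide, 20 uM SAM cofactor, 2 h, room temperature, following 15 min enzyme-compound preincubation.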
ERG-DNA inh: qHTS for Small Molecule Inhibitors of the ERG Ets/DNA interaction; Transcriptional regulator ERG (Homo sapiens), P11308; fluorescence polarization, His-ERG Ets domain / labelled DNA; Potency, µM (highest dose often 76.9 µM), for inactives: top-dose FP activity, negative = inhibition, usual class: inhibitors; 370,000 tested, 0.028% active; active = well fitted inhibition curve with a large enough effect in the polarisation, with a control signal flat; inconclusive = small, poorly fitted or top-dose-only effect, or effect the other way, or a change in a side signal; inactive = no such curve, though single readings can be large or run the other way; the % refers to the polarisation;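 note: polarization taken with two DNA probes labelled with fluorescein and Texas red; potency is the fitted concentration of half-maximal effect; % of control where 0% means no effect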
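His-tagged ERG Ets domain (1 uM in the protein solution; 300mM KCl, 50mM Tris-HCl, 1mM EDTA, 1mM DTT, pH 7.5) received compound, then a probe mix of 5 nM fluorescein-DNA and 100nM Texas-615-DNA. Fluorescence polarization was read for both dyes.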
RGS4 inh: Inhibitors of Regulator of G Protein Signaling (RGS) 4: qHTS. Regulator of G-protein signaling 4 (Homo sapiens), P49798. Transcreener GDP fluorescence polarization, RGS4-accelerated GTP hydrolysis. Potency, µM (top dose mostly 114 µM), for inactives: at the top dose activity change, negative = inhibition, actives largely listed as inhibitors. 390,000 tested, 0.039% active; note: potency is the fitted concentration of half-maximal effect; % is set by controls: 0 for no effect and ±100 for the full control effect; nearly all actives have a fitted effect of over 75% in size; some results filed as inactive show a strong effect at the top dose
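MLSMR compounds (23 nl, pin-transferred) preincubated 10 min at room temperature with a 500nM (2x) first reagent, then RGS4 at 900nM (2x) plus Transcreener GDP mix added; fluorescence polarization (620/688 nm) read before and after 90 min at 30 °C.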
The depositor's hits bear a star; i = inactive; ? = inconclusive; . = no result given; [ ] = remark or other dose. Unless noted, calls come from the whole dose curve; as a rule, active = well fitted curve in the direction sought with a large enough effect; inconclusive = small, poorly fitted or top-dose-only effect, or another doubt; inactive = no such curve, though single readings can be large; an effect the other way counts as inactive or inconclusive. These rows are one share of the data; the hit share may differ from the screen's.

G9a block	ERG-DNA inh	GLS inhibitor	PI4K2A inh	HP1b chromo inh	12-LOX inh	BAZ2B block	RGS4 inh	JMJD2A Tudor inh	smiles
50µM*	-11%	11%	-3	?	?	?	-32%	40µM*	Nc1ccc(Cc2ccc(N)c(O)c2)cc1O
-2%[59 µM]	-3%	5%	-11	33%	-22%	-2%	-16%	11%	O=C(Nc1cccnc1)c1cccnc1Cl
27%[12.7 µM]	4%	-11%	4	45%[activator]	-5%	-7%	-15%	-14%	CCN(CC(=O)Nc1c(F)cccc1F)C(=O)CSC(=S)N1CCCC1
.	-3%	7%	3	7%	13%	.	-1%	-13%	CCOC(=O)c1ccccc1NC(=O)COC(=O)c1ccc(OCC(=O)N2CCOCC2)c(OCC)c1
61%[activator][59 µM]	.	1%	-4	63%[activator]	4%	8%	-11%	-1%	COc1ccc2nc(SCCOC(=O)Nc3ccc(Cl)cc3)nc(C)c2c1
?	-4%	16%	2	-5%	-11%	-3%	-1%	-20%	COC(=O)C1=NNC2(c3ccc(C)cc3)C(=O)N(c3cccc(C)c3C)C(=O)C12 (stereo not drawn)
0%[0.501 µM]	-6%	-9%	3	40%[activator]	-23%	1%	-1%	1%	Cc1ccc(CSCC(=O)N(C)CC(=O)Nc2ccccc2C(F)(F)F)cc1
7%[59 µM]	-12%	3%	-4	28%	0%	14%	8%	-15%	CCCN(Cc1ccccc1)S(=O)(=O)c1ccc(N2C(=O)CCC2=O)cc1
9%	-12%	-8%	10	34%	0%	-2%	-1%	-11%	CC(C)CCN1CCN(Cc2cccc(-n3cccn3)c2)CC1CCO (stereo not drawn)
-9%[12.7 µM]	-3%	-2%	-3	23%	-8%	10%	-11%	-11%	CC1(C)Oc2ccc(C(=O)NC3CCCC3)cc2N(CC(=O)NC2CCCC2)C1=O
19%[59 µM]	2%	-11%	1	65%[activator]	-29%	27%	-30%	0%	CCC(Sc1nc2c(sc3ccccc32)c(=O)n1CCCC(=O)NC1CCCC1)C(=O)Nc1cccc(OC)c1 (stereo not drawn)
-3%	-9%	15%	-15	41%[activator]	2%	-6%	6%	-5%	CCOC(=O)C1=C(C)N=C2SC(CC)C(=O)N2C1c1cccc(F)c1 (stereo not drawn)
.	-3%	6%	0	1%	0%	-6%	20%	-15%	COc1ccc(OCCCC(=O)OC(C)C(=O)Nc2cccc(C(C)=O)c2)cc1 (stereo not drawn)
?	-7%	18%	-3	-12%	?	-16%	-16%	-29%	CN(C)C(=O)C1C2NC(=S)N(c3cccc(Cl)c3)C1(C)Oc1ccc(Cl)cc12 (stereo not drawn)
9%[59 µM]	.	-1%	-4	36%	-1%	11%	6%	11%	N/C(=N\OC(=O)c1ccco1)c1ccccc1
.	5%	1%	-2	16%	-26%	9%	-5%	-9%	COc1cccc(CC(=O)N2CCCC(CO)(Cc3ccc(F)cc3F)C2)c1 (stereo not drawn)
.	-5%	18%	-1	21%	-29%	1%	2%	-12%	Cc1ccccc1N1CCN(C2CCCN(C(=O)CCc3c(C)noc3C)C2)CC1 (stereo not drawn)
73%[activator]	1%	-5%	-1	20%	-28%	2%	-1%	-1%	COc1ccc(Nc2nc3c(C)cccn3c(=O)c2C=O)cc1
32µM*	-11%	1%	-1	50%[activator]	.	-9%	13%	-22%	NCCCC[C@@H]1NC(=O)c2cc([N+](=O)[O-])cc(I)c2SC[C@@H](C(=O)NCC(N)=O)NC(=O)CNC1=O
?	6%	16%	1	25%	i	-15%	-12%	-11%	CNC(=O)CC1C(=O)N(c2ccc(Cl)cc2)C(=S)N1NC(=O)c1cccc(F)c1 (stereo not drawn)
5%[59 µM]	3%	-7%	1	58%[activator]	-13%	-5%	-1%	-4%	CC(C)c1ccc(NC(=O)CCNS(=O)(=O)c2ccc3c(c2)oc(=O)n3C)cc1
?	7%	10%	-8	-8%	0%	-8%	-15%	-6%	COc1ccc(N(CC(=O)NCCOc2ccccc2)S(=O)(=O)c2ccc(C)cc2)cc1
19%[2.33 µM]	-7%	5%	-1	39%[activator]	.	3%	-16%	0%	CCOC(=O)c1cccc(C2=CC(=O)C[C@H](c3ccc(OC)cc3)C2)c1
14µM*	6%	-7%	2	45µM*	?	50µM*	8%	0.79µM*	CC(NCC(O)COc1ccc2ccccc2c1)c1ccccc1 (stereo not drawn)
13µM*	-14%	6%	-4	41%	0%	9%	-23%	-7%	Cc1ccc(S(=O)(=O)NCCSc2nnc(N)s2)cc1
47%	-7%	18%	-8	27%	?	-4%	10%	-8%	O=C(NNS(=O)(=O)c1ccc([N+](=O)[O-])cc1)C1CCCCC1
-19%[0.0925 µM]	4%	-6%	5	33%[activator]	-3%	0%	-26%	-5%	CN(C)C(=O)N1CCCC(C(=O)NCCc2ccccc2)C1 (stereo not drawn)
-1%	-5%	?	-3	-14%	0%	2%	?	22µM*	O=C(NNc1cccc(Cl)n1)c1ccccc1CC[N+](=O)[O-]
?	-4%	?	-9	2%	-2%	?	97%[activator]	-35%	Cc1ccc2cc3cc(C(=O)N4CCN(C(=O)c5ccco5)CC4)sc3nc2c1
-34%	9%	-11%	-4	-11%	?	-15%	-53%	-15%	Cc1cc(C)c2cc(CN(CC3CCCO3)C(=S)NCc3ccco3)c(=O)[nH]c2c1 (stereo not drawn)
8%[59 µM]	-13%	1%	4	18%	0%	9%	-2%	-13%	CCCCNC(=O)C1(c2ccc(OC)cc2)CCOCC1
-44%[59 µM]	2%	0%	8	14%	-14%	-28%	-19%	-26%	COc1ccccc1-c1nnc(SCC(=O)c2ccc(Cl)cc2)n1-c1ccccc1
2%[59 µM]	-5%	-10%	1	12%	-28%	3%	-5%	-2%	COc1cc(NC(=O)CSc2nc(-c3ccc(C(C)C)cc3)no2)cc(OC)c1
50µM*	-4%	3%	1	4%	-6%	47%[activator]	-8%	-19%	O=C(COC(=O)c1ccc(S(=O)(=O)NCc2ccco2)cc1)Nc1ccccc1OC(F)F
14%[0.501 µM]	1%	0%	1	18%	-26%	4%	-15%	-7%	Cc1ccc(S(=O)(=O)N2CCC(C(=O)OCC(=O)N(C)C3CCCCC3)CC2)cc1C
-5%	0%	-8%	-6	42%[activator]	142%[activator]	-18%	-11%	-7%	CCOC(=O)C1(CC2CC2)CCN(Cc2ccc3cccc(F)c3n2)CC1
-10%	5%	-2%	-3	-7%	3%	-30%	-4%[11.4 µM]	?	COc1ccc(OC)c(NC(=O)CSc2nc3ccccc3c(=O)n2CC2CCCO2)c1 (stereo not drawn)
.	9%	-1%	-2	28%	-4%	-6%	-17%	-22%	Cc1csc(N/N=C/c2ccccc2F)n1
?	-3%	29%	?	38%[activator]	4%	-10%	7%	-10%	Nc1c(C(=O)OCC(=O)Nc2ccc(Cl)cc2[N+](=O)[O-])[nH]c(=O)[nH]c1=O
5.6µM*	-16%	-8%	0	?	?	50µM*	-9%[11.4 µM]	-28%[11.4 µM]	CCCS(=O)(=O)N1CCN(CC2CC3C=CC2C3)CC1 (stereo not drawn)
32%[12.7 µM]	11%	-3%	6	13%	3%	9%	-4%	-19%	COc1ccc(NC(=O)CSc2n[nH]c(-c3ccccc3)n2)cc1S(N)(=O)=O
21%[59 µM]	5%	7%	1	45%[activator]	?	-1%	12%	-16%	CCCOc1cccc(C2c3c(oc4ccc(F)cc4c3=O)C(=O)N2CCCN2CCOCC2)c1 (stereo not drawn)
17%[12.7 µM]	11%	-9%	5	28%	9%	2%	-8%	1%	CC1CC(C)CN(S(=O)(=O)c2ccc(NC(=O)c3ccc(=O)[nH]c3)cc2)C1 (stereo not drawn)
2%	1%	-19%	3	1%	40µM*	-15%	-21%	-21%	N#Cc1c(-c2ccccc2)nc(SCc2cccc(Cl)c2)[nH]c1=O
52%[activator]	10%	19%	-2	49%[activator]	1%	-8%	15%	15%	CC(=O)C1C(=O)C=C(c2cccs2)CC1c1ccccc1 (stereo not drawn)
2%[59 µM]	3%	4%	-2	56%[activator]	6%	-13%	2%	-7%	COc1ccc(NC(=O)Cn2c(=O)oc3cc(S(=O)(=O)N4CCCCCC4)ccc32)cc1OC

Complete entries, quoted from the list. Values in the order: G9a block, ERG-DNA inh, GLS inhibitor, PI4K2A inh, HP1b chromo inh, 12-LOX inh, BAZ2B block, RGS4 inh, JMJD2A Tudor inh
NCCCC[C@@H]1NC(=O)c2cc([N+](=O)[O-])cc(I)c2SC[C@@H](C(=O)NCC(N)=O)NC(=O)CNC1=O reads 32µM*, -11%, 1%, -1, 50%[activator], ., -9%, 13%, -22%
CC(C)CCN1CCN(Cc2cccc(-n3cccn3)c2)CC1CCO (stereo not drawn) reads 9%, -12%, -8%, 10, 34%, 0%, -2%, -1%, -11%
